OPRM1-OPRD1 inv: mu-delta opioid heterodimer inverse agonism | P35372+P41143 | cell-based MOR-DOR heterodimer luminescence | inhibition, % at 9.3 µM | 0.21% of 340,000 active; in the data active = inhibition above about 22%, passing the limit was not always enough;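 note: 0% = cells with DMSO and 100% = wells without cells with DMSO; values of inactives mirror those of a sister screen read the other way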
Pemphigus Ab inh: inhibitors of pemphigus antibody binding to human desmoglein-3; DSG3-coupled beads, scFv-anti-DSG3-GFP binding, flow cytometry; hits give low values; binding (percent of control), % at 10 µM; 0.48% of 310,000 active;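 active = binding more than 3 SD below its plate's average and above zero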;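 note: hits lower antibody fragment binding to DSG3; some compounds called inactive have numbers as strong as hits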
phage Ecoli inh: E. coli growth loss with phage present. growth absorbance. inhibition, % at 11.9 µM. 0.26% of 360,000 active. AID 651602; in the data active = inhibition above about 11%
HTR5A ag: activates human HTR5A in OPRM1-OPRD1 agonist counter-screen | activation, % at 9.3 µM | HTR5A agonist assay, luminescence, cell-based | 0.61% of 340,000 active; in the data active = activation mostly above about 9.5%, no sharp cut-off; inactive = mostly below about 7.6%;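 note: 0% = cells with vehicle only and 100% = reference agonist; strong numbers were not always called active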
Target sequence (P47898 whole entry, looked up): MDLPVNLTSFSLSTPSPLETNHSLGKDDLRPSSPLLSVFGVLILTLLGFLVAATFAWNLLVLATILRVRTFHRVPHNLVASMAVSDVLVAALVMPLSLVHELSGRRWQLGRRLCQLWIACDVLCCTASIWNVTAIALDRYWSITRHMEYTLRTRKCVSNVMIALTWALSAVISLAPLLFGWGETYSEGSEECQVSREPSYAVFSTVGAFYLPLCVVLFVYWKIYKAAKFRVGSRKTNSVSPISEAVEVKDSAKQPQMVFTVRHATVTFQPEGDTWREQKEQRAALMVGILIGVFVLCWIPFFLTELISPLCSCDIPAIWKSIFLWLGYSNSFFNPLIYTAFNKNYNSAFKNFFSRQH
PfHsp90 set2: growth inhibition of yeast expressing Plasmodium Hsp90; S. cerevisiae expressing PfHsp90, BacTiter-Glo ATP, 48 h; yeast lacking PDR1 and PDR3 efflux regulators; inhibition, % at 9.4 µM; 0.32% of 310,000 active;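 active = every replicate shows inhibition above about 80%, whatever the replicate mean, limit read from the data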;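 note: 0% = DMSO neutral controls and 100% = 20 µM radicicol positive controls; yeast relying on Plasmodium falciparum Hsp90 in place of its own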
PKA-R1A activ: activators of PKA-R1A complex | activation, % at 11.4 µM | PKA-R1A dissociation, Cy5-IP20 fluorescence polarization; scaled: DMSO 0%, 113 µM cGMP 100% | P00514+P68181 | AID 504707 | 0.083% of 340,000 active;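 active = percent activation above the mean of all tested compounds plus 3 SD, cut at about 19% in these data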;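 note: higher means more PKAc released from R1A so a rise in polarization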
AddAB inh: less growth of phage-infected E. coli with AddAB; 0.29% of 330,000 active; inhibition, % at 11.9 µM; E. coli expressing H. pylori AddAB, absorbance growth; in the data active = inhibition above about 12%;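 note: 0% = vehicle wells of infected cells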
HTR5A inv ag: inverse agonist of human HTR5A in OPRM1-OPRD1 counter-screen | inhibition, % at 9.3 µM | HTR5A cell line, luminescence, inverse agonism | 0.083% of 340,000 active | AID 504634 | P47898; in the data active = inhibition mostly above about 23%, no sharp cut-off; inactive = mostly below about 18%;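 note: 0% = cells with DMSO and 100% = no-cell wells with DMSO; some compounds called inactive have numbers as strong as hits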
OPRM1-OPRD1 ag: OPRM1-OPRD1 heterodimerization agonism | cells, luminescence | P35372+P41143 | 0.3% of 340,000 active | activation, % at 9.3 µM; in the data active = activation above about 18%;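 note: 0% = vehicle-treated cells and 100% = reference agonist; values of inactives mirror those of a sister screen read the other way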
Ecoli viability: reduces bacterial viability in AddAB counter-screen | E. coli V3065 growth, OD600 absorbance, 18 h | inhibition, % at 11.9 µM | 0.27% of 330,000 active | AID 449728;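 active = inhibition above the campaign's mean inhibition across all tested compounds plus 3 SD, cut at about 9.9% in these data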;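 note: uninfected addAB+ strain grown without phage in ampicillin broth; 0% = DMSO wells and 100% = ciprofloxacin 0.95 µg/ml wells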
SUMO Mot1 rescue: SUMOylation pathway inhibition by Mot1-301 growth rescue; S. cerevisiae Mot1-301 growth rescue, ATP luminescence, 38.5C; percent above DMSO median, 100 means doubled; growth rescue, % at 18.8 µM; 1% of 320,000 active; AID 2716;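 active = every valid replicate shows activation above 250% relative to neutral control wells; inactive = the rest, any valid replicate at or below 250%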;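 note: OY570 slx delta 5 strain wells were the positive control but not used for scaling; some compounds called inactive have numbers as strong as hits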
The depositor's hits bear a star; i = inactive; x = no result given. Not a hit list. Share with any hit: about 3.2%.

SMILES	OPRM1-OPRD1 inv	Pemphigus Ab inh	phage Ecoli inh	HTR5A ag	PfHsp90 set2	PKA-R1A activ	AddAB inh	HTR5A inv ag	OPRM1-OPRD1 ag	Ecoli viability	SUMO Mot1 rescue
CCN(CC)c1ccc(NC(=O)c2c(OC)cccc2OC)c(C)c1	-4	x	3.2	3	x	0	-2.6	-12	0.7	-1.7	-2
CC(C)(C)C1CCC(=NNC(=O)c2ccc(Br)o2)CC1 (configuration not stated)	7	97	2.7	-2	11	-2	2.0	6	-1.1	1.5	-32
CCCCCCCCS(=O)c1sc2nc3c(cc2c1N)CCCC3 (configuration not stated)	-10	105	-2.9	1	x	-4	0.8	-19	1.9	-0.5	2
Cc1ccc(C(=O)OC(C)C(=O)N(C)C2CCCCC2)cc1S(=O)(=O)N1CCCCC1 (configuration not stated)	12	x	0.8	-9	-8	-18	-0.1	23	-2.8	-3.0	-2
CCn1c(CC(=O)Nc2ccccc2F)nnc1SCC(=O)Nc1nncs1	-3	x	0.6	-6	16	-2	3.0	-9	0.5	0.1	-10
COc1cccc(C(=O)CSc2nnc(CNc3nc(-c4ccccc4)cs3)n2C)c1	8	107	3.0	-3	x	-6	4.8	7	-1.6	0.3	12
CCc1nn(CC(=O)NC(C)CCc2ccccc2)c(=O)c2cc3cc(F)ccc3n12 (configuration not stated)	9	93	2.3	0	-4	-10	0.0	-13	-1.7	2.0	7
Cc1cc(SCc2cccc(Cl)c2)nc(=O)[nH]1	17	106	0.5	0	-2	-3	2.5	5	-3.3	0.6	265
Cc1cc([N+](=O)[O-])ccc1NC(=O)CSc1nccc(=O)[nH]1	11	96	4.0	2	10	5	-0.8	31	-2.1	-0.6	378*
O=C(c1ccccc1NS(=O)(=O)c1ccc2c(c1)OCCO2)N1CCOCC1	3	101	1.9	5	14	-2	2.9	-11	-0.5	-1.3	-17
O=C(Nc1cccc(F)c1)c1ccc(Br)o1	-6	91	1.4	3	-3	6	0.8	-9	1.1	-1.0	-15
COc1cc(NC(=O)C2CCN(S(=O)(=O)c3cccnc3)CC2)cc(OC)c1OC	8	102	-0.8	2	18	-1	3.0	5	-1.8	1.5	-1
CCc1ccc(NC(=O)C(=O)NCC2CCCN2S(=O)(=O)c2ccccc2)cc1 (configuration not stated)	9	121	-1.5	-2	17	4	4.2	-11	-1.4	2.0	x
CCc1nnc(NC(=O)c2cc(Cl)ccn2)s1	13	111	-2.2	0	20	-7	-4.4	-33	-1.9	-9.2	94
O=c1cc(-c2ccccc2)oc2cc(O)cc(O)c12	-5	110	1.3	3	x	-9	3.9	3	0.9	1.7	5
CC(=O)Nc1cnc(NC(=O)c2cccc(F)c2)cc1C	12	108	1.3	4	-4	1	0.6	9	-2.1	0.4	x
CSCC(=O)NC1CCCc2c1cnn2-c1ccc(C)c(C)c1 (configuration not stated)	2	109	1.5	1	-16	-1	-0.2	-10	-0.4	-2.7	-5
COc1cccc(CCNC(=O)c2ccc(OC)c(OC3CCN(C(C)C)CC3)c2)c1	7	93	0.2	-1	33	-7	2.1	-12	-1.3	-2.2	108
O=C(O)Cn1nnc2ccccc21	0	85	4.9	-2	11	2	3.3	7	-0.1	-1.9	-5
Cc1ccc(-c2ccc(=O)n(CCC(=O)NCc3ccccn3)n2)cc1	5	99	1.9	-1	-46	19*	-1.1	3	-0.9	0.8	-2
CC(C)(C)CC(C)(C)NCC(=O)Nc1c2c(nc3ccccc13)CCC2	9	105	-1.3	2	0	-5	1.4	4	-1.9	-1.4	15
CCOC(=O)c1c(S(=O)(=O)NCCc2ccccc2)c(C)n(C)c1C	16	104	3.6	0	9	-4	1.0	-1	-3.0	-2.7	-4
CN(c1ccccc1)S(=O)(=O)c1ccc(Cl)c(C(=O)OCC(N)=O)c1	18	97	5.3	4	-28	7	2.7	-27	-3.8	1.1	-11
COc1ccc(Cl)cc1NC(=O)c1cc(-c2cc(C)ccc2O)n[nH]1	-90	89	0.1	-1	-4	1	2.0	-5	18	-1.5	277
COc1ccc(NC(=O)CN(C)C(=O)C2CSC3(C)CCC(=O)N23)cc1 (configuration not stated)	8	x	0.6	0	-8	4	1.4	0	-2.0	-0.5	6
COc1ccc(CNC(=O)C[C@H]2C[C@H](C(=O)N(C(C)C)C(C)C)[C@@]3(C)c4[nH]c5cc(CCC(=O)N(C)C)ccc5c4CCN3C2=O)cc1OC	17	99	0.1	-1	-35	-6	0.4	3	-3.5	1.4	x
COc1ccc(/C=N/N=C/c2c[nH]c(=O)c(C#N)c2Nc2ccccc2)cc1	0	122	1.0	1	11	-3	0.8	-4	0.0	-2.5	4
CCOC(=O)C1(CCCc2ccccc2)CCN(C(=O)c2cncs2)CC1	-9	x	4.1	8	-19	5	0.1	-21	2.0	-2.7	14
Cc1ccc(N(C(=O)c2snc(C(N)=O)c2N)C(C(=O)NCC2CCCO2)c2ccc3ncccc3c2)cc1 (configuration not stated)	13	x	0.8	5	-5	-2	x	1	-2.0	x	x
O=S(=O)(c1ccc(Cl)cc1)N1CCC(n2cccc2)CC1	-1	117	1.0	1	11	-8	0.5	-2	0.1	1.7	86
CC(C)CNC(=S)N1CCC(c2nc(-c3ccc(F)cc3)no2)CC1	-43	x	3.5	6	-12	-3	0.6	-44	9.4	-0.3	44
Cc1ccc(N(CC(O)CN2CCOCC2)S(=O)(=O)c2ccc([N+](=O)[O-])cc2)cc1 (configuration not stated)	-14	96	0.6	4	-11	-3	3.7	-16	2.1	0.9	-23
COc1ccc(-c2nc(N3CCCCCC3)sc2C(=O)c2ccccc2)cc1	-7	98	3.8	-1	30	1	5.8	0	1.8	2.1	i
CCP(=O)(CC)c1cccc(N)c1	12	x	-0.2	-1	7	-15	3.4	24	-3.0	-0.7	4
CSc1nncc(/C(C)=N\Nc2cccc(C)c2)n1	-9	110	-0.2	-3	1	-10	-1.6	10	1.8	-1.5	366*
Cc1ccc(CNC(=O)c2ccc(CS(=O)Cc3ccccc3Cl)o2)cc1 (configuration not stated)	3	104	1.4	-4	-12	-10	1.1	-2	-0.6	-0.4	-2
CCc1ccc(OCC(=O)Nc2ncn[nH]2)cc1	13	107	1.6	7	-6	0	2.3	-19	-2.3	0.1	6
Nc1cnn(Cc2ccc(F)cc2)c1	0	98	2.8	1	3	7	1.9	-3	0.0	2.4	-2
O=C(CSc1ccccc1C(=O)O)Nc1ccc2c(c1)OCO2	3	x	7.1	-2	45	-13	-1.2	4	-0.8	-3.2	-7
COc1ccc(NC(=O)CC2C(=O)NCCN2C(=O)c2ccccc2)cc1 (configuration not stated)	2	119	0.2	-3	3	10	2.0	-25	-0.5	-0.4	10

In another format: entries from further up.
Compound | OPRM1-OPRD1 inv | Pemphigus Ab inh | phage Ecoli inh | HTR5A ag | PfHsp90 set2 | PKA-R1A activ | AddAB inh | HTR5A inv ag | OPRM1-OPRD1 ag | Ecoli viability | SUMO Mot1 rescue
CC(C)CNC(=S)N1CCC(c2nc(-c3ccc(F)cc3)no2)CC1 | -43 | x | 3.5 | 6 | -12 | -3 | 0.6 | -44 | 9.4 | -0.3 | 44
Cc1ccc(N(CC(O)CN2CCOCC2)S(=O)(=O)c2ccc([N+](=O)[O-])cc2)cc1 (configuration not stated) | -14 | 96 | 0.6 | 4 | -11 | -3 | 3.7 | -16 | 2.1 | 0.9 | -23

The listing continues:
SMILES	OPRM1-OPRD1 inv	Pemphigus Ab inh	phage Ecoli inh	HTR5A ag	PfHsp90 set2	PKA-R1A activ	AddAB inh	HTR5A inv ag	OPRM1-OPRD1 ag	Ecoli viability	SUMO Mot1 rescue
CCCC(C)C(=O)Nc1cc([N+](=O)[O-])ccc1Cl (configuration not stated)	14	99	4.3	5	9	6	0.2	-15	-2.6	-3.3	11
O=C(/C=C/c1ccc(Cl)cc1)N1CCN(c2c(Cl)cccc2[N+](=O)[O-])CC1	-8	121	4.1	-3	-30	-1	4.1	6	1.4	0.9	4
CCC1CCCCN1C(=O)CSc1nc2ncccc2[nH]1 (configuration not stated)	3	99	0.0	5	-3	1	0.6	8	-0.6	-2.2	-20
CCNc1c(NS(=O)(=O)c2ccc(C3CCCCC3)cc2)c(=O)oc2ccccc12	0	98	0.5	6	1	0	1.1	-16	0.0	-1.3	-3
CCOC(=O)c1c(N=CN(C)C)c(C#N)n2c1CCC2	10	112	0.3	-2	-22	1	2.6	7	-2.3	-1.6	-4
CC1Cc2ccccc2N1C(=S)NC1CCCC1 (configuration not stated)	11	106	-1.2	-4	-23	-16	0.9	-3	-1.6	0.3	25
CCN(CC)S(=O)(=O)c1cccc(-c2nnc(SCC(=O)c3ccc(Cl)s3)n2C)c1	3	88	-1.4	1	-16	3	-0.3	-10	-0.4	0.6	33
COC(=O)C1C(O)=C(C=NCc2ccccc2)C(=O)CC1(C)C (configuration not stated)	16	x	2.9	10	61	-17	-1.0	-6	-3.0	-0.7	109
C[C@H](CO)N1C[C@H](C)[C@@H](CN(C)C(=O)NC2CCCCC2)Oc2ccc(NS(=O)(=O)c3ccccc3)cc2C1=O	20	104	2.1	-3	24	2	-1.1	-3	-3.5	-1.0	4
CCCc1cc(=O)[nH]c(SCC(=O)Nc2ccc([N+](=O)[O-])cc2C#N)n1	-10	100	-2.8	0	-1	5	-1.8	16	2.0	0.5	3
Cn1cnnc1SCC(=O)NC1CCCN(Cc2ccc(Cl)cc2)C1 (configuration not stated)	6	138	4.5	1	-3	-13	1.6	-8	-1.1	-1.7	9
COc1ccc(OC)c(S(=O)(=O)NCC2CCCO2)c1 (configuration not stated)	1	99	0.0	1	-5	-11	-1.4	-4	-0.3	2.2	-9
O=C(COc1ccc(F)cc1Cl)Nc1ccc(N2CCOCC2)cc1N1CCOCC1	10	97	1.2	2	-3	-7	-1.2	3	-1.8	0.5	17
Cc1nn2c(N)c(C#N)cnc2c1-c1ccc(Cl)cc1	1	96	3.2	3	-25	-8	-2.0	24	-0.2	0.0	-3
O=C(O)CCC(=O)N1CCN(c2ccc(C(=O)c3ccc(F)cc3)cc2)CC1	13	x	0.7	-3	30	-14	1.4	10	-2.8	-0.7	0
O=C(NCc1cn(-c2ccccc2)nc1-c1ccccc1)c1cc([N+](=O)[O-])cc([N+](=O)[O-])c1	-15	104	1.6	-3	x	-4	1.8	7	3.0	-1.7	21
N#Cc1c(-c2ccccc2)c(-c2ccccc2)nn(CC(=O)NNC(=O)Nc2ccc(Cl)c(Cl)c2)c1=O	15	111	0.5	-1	-15	3	1.6	-24	-2.7	0.2	x
CCOC(=O)c1ccc(NC(=O)CSCc2ccco2)cc1	3	96	-2.1	0	-2	0	-4.0	3	-0.5	-3.2	115
O=C(CSc1nnc(-c2ccccn2)n1Cc1ccco1)c1ccc(Cl)cc1	10	92	3.1	3	x	-12	-1.5	-10	-2.0	-2.8	4
O=C(Nc1nc2ccccc2s1)C1CC(=O)N(c2ccc(F)cc2)C1 (configuration not stated)	-2	89	2.6	5	8	0	-7.9	13	0.3	1.3	9
